OX1R antag-1 – antagonists of human orexin 1 receptor (OX1R); actives 1.8% (n = 330,000); O43613; OX1R-expressing cells, FRET antagonist read-out; AID 485270; inhibition, % at 6.6 µM; in the data active = inhibition mostly above about 38%, no sharp cut-off; inactive = mostly below about 40%;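 note: 0% = agonist challenge alone and 100% = reference antagonist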
Target sequence (O43613 whole entry, looked up): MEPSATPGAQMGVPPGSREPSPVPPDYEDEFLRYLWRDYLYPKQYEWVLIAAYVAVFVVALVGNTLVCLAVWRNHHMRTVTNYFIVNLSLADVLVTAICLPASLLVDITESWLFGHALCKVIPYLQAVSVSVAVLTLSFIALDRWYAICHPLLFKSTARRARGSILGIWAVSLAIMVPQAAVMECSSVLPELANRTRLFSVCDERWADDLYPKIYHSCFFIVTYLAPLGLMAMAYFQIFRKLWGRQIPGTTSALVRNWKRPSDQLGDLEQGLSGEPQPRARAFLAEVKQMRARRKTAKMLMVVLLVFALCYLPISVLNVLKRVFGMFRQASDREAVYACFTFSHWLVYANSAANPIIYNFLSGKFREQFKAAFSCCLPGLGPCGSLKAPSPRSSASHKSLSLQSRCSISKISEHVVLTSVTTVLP
STK33 kinase inh – human STK33 kinase inhibition; Q9BYT3; purified STK33, MBP phosphorylation, ADP-Glo luminescence; inhibition, % at 10 µM; actives 0.073% (n = 320,000);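 active = inhibition at or above 25%, using the most active replicate where run in duplicate; inactive = inhibition below 25%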
Target sequence (Q9BYT3 whole entry, looked up): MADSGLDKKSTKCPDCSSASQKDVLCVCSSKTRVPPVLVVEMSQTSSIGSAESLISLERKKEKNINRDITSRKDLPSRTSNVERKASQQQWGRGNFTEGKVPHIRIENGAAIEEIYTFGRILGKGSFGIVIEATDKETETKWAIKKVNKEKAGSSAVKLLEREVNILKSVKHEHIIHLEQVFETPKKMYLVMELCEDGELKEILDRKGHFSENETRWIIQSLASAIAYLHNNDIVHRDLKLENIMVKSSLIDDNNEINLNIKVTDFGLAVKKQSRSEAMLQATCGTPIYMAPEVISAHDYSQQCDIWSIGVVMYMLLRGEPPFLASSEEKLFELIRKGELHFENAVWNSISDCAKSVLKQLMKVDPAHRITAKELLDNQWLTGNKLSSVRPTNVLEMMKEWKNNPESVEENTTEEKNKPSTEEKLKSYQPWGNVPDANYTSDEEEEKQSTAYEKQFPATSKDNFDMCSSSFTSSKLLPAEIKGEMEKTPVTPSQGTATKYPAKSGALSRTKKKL
OX1R antag-2 – antagonists of human orexin 1 receptor; O43613; inhibition, % at 5 µM; CHO/OX1R cells, Fluo-8 calcium fluorescence, orexin A; actives 0.43% (n = 330,000); AID 434989;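 active = inhibition above its plate's threshold, mean inhibition of all tested compounds on the plate plus 3 SD, cut at about 37% in these data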;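 note: 0% = orexin A challenge wells and 100% = SB-334867-A antagonist wells; not every result past the cut was called active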
The depositor's hits bear a star; . = not tested or not shown. This is a random part of the collection, and some 2.2% of all compounds hit somewhere here.

SMILES | OX1R antag-1 | STK33 kinase inh | OX1R antag-2
CC1CCc2sc(C(=O)N3CCN(c4ncccn4)CC3)cc2C1 (stereo not drawn) | 19 | -0.3 | -13
COc1ccc(-c2cc(-c3nc4ccccn4c3NCc3ccccc3)ccc2OC)cc1 | 89* | -0.5 | 96*
Cc1ccc(CNC(=O)CNS(=O)(=O)c2ccc(Br)s2)cc1 | 22 | 1.6 | -14
Cc1ccc(S(=O)(=O)N2CCC(C(=O)NCCCN3CCCCCC3)CC2)cc1 | 4 | 0.1 | -3
CC(C)(C)c1ccc(Oc2coc3cc(OCC(=O)O)ccc3c2=O)cc1 | 2 | -2.0 | 5
Cc1cc(NC(=O)c2ocnc2C)no1 | 5 | -1.9 | 9
CCOc1ccc(C(=O)CN2C(=O)NC3(CCCCCC3)C2=O)cc1 | 13 | 1.5 | -19
CO/N=C/NC(=O)c1cn(-c2ccc(F)cc2)c(=O)c2ccccc12 | 7 | -0.8 | -13
Cc1ccc2nc(/C(C#N)=C\c3ccc(N4CCCCC4)c([N+](=O)[O-])c3)[nH]c2c1 | 17 | -1.9 | -2
O=C(Nc1cccnc1)c1noc2c1CCCC2 | 10 | . | -11
COc1cc(OC)c(S(=O)(=O)N2CCCCC2)cc1S(=O)(=O)N1CCCCC1 | 4 | 0.3 | -15
Cc1nnc(NC(=O)Nc2ccc(Cl)c(Cl)c2)s1 | 4 | -1.4 | -7
COc1cc(CCN2C(=O)N[C@@H](CCc3ccccc3)C(C(C)=O)=C2C)cc(OC)c1OC | 16 | -1.4 | -32
COc1cc(SC)ccc1C(=O)NNC(=O)c1cc(C)oc1C | 7 | 1.9 | -19
S=C(NCC1COc2ccccc2O1)Nc1ccc(Br)cc1 (stereo not drawn) | 35 | -2.9 | 16

Whole records as entered above. Values in the order: OX1R antag-1, STK33 kinase inh, OX1R antag-2
`Cc1nnc(NC(=O)Nc2ccc(Cl)c(Cl)c2)s1` is listed with 4, -1.4, -7
`Cc1ccc(S(=O)(=O)N2CCC(C(=O)NCCCN3CCCCCC3)CC2)cc1` is listed with 4, 0.1, -3

Following part
SMILES | OX1R antag-1 | STK33 kinase inh | OX1R antag-2
Nc1nc(SCC(=O)N2CCOCC2)[nH]c(=O)c1-c1ccccc1 | 8 | 1.1 | -1
CCN(C(=O)CSc1ncccc1C(=O)O)C1CCCCC1 | 4 | -0.9 | -10
CCOCCCNC(=O)C(NC(=O)Cc1c[nH]c2ccccc12)c1ccccc1 (stereo not drawn) | -7 | -0.1 | 8
CN(CCc1nc2ccc(Cl)cc2[nH]1)Cc1nc(CC2CC2)no1 | 7 | -0.8 | -19
O=C(COc1ccc(C(=S)N2CCOCC2)cc1Cl)Nc1ccccc1Cl | 8 | -0.2 | -22
O=C(COC(=O)Cn1nnc2ccccc21)NC1CCCC1 | 16 | 0.3 | 0
COC(=O)Cn1nnc(N2CCOCC2)n1 | 14 | -1.6 | -12
COc1ccc(CN2CCN(Cc3ccc(C(F)(F)F)cc3)CC2)c(OC)c1 | 12 | -1.8 | -31
COc1ccccc1N1CCN(C(=O)CSc2nc3ccccc3nc2N2CCC(C)CC2)CC1 | 17 | -0.4 | -48
Cc1ccc(OC(C)C(=O)N(C)Cc2ccccc2)c([N+](=O)[O-])n1 (stereo not drawn) | 32 | -0.7 | -23
CCOC(=O)C1CCN(C(=O)c2ccccc2Oc2ccccc2)CC1 | 23 | -2.2 | -7
Cc1cc(CN(C)C(=O)CCc2nnc(Cc3cccc(C(F)(F)F)c3)o2)on1 | 16 | -8.1 | -10
Cc1oc2cc(OCc3cnn(-c4ccccc4)c3)ccc2c(=O)c1Oc1ccccc1F | 8 | 0.7 | -9
CN1C(=O)C(C(=O)NC(C)(C)C)C2c3ccccc3OC13CCCCC23 (stereo not drawn) | 4 | -1.4 | -11
Cc1oc(-c2ccccc2F)nc1CN1CCC(C(=O)NCc2ccco2)CC1 | 5 | -0.7 | -17
Cc1ccc(S(=O)(=O)N2CCN(CC(=O)N/N=C\c3ccncc3)CC2)cc1 | 9 | 0.2 | -6
COc1ccc(CN2C(=NC(=O)CCc3ccccc3)SC3CS(=O)(=O)CC32)cc1 (stereo not drawn) | 4 | -2.3 | -17
Cc1ccc(NC(=O)c2ccc3nccnc3c2)c(C)c1 | 25 | -0.5 | -2
S=c1[nH]nc(-c2ccncc2)n1/N=C/c1ccccc1 | 8 | 0.0 | -4
O=C(Nc1cc(S(=O)(=O)N2CCCCC2)ccc1Cl)C1COc2ccccc2O1 (stereo not drawn) | 2 | -1.7 | 21
Cc1nc(SCC(=O)Nc2c(C)n(C)n(-c3ccccc3)c2=O)c(C#N)c(C)c1C | 0 | -0.4 | -25
O=C(OCc1cnc(Cl)s1)c1ccc(Cl)cc1 | 23 | 0.0 | -2
COc1ccc(NC(=O)N2c3ccccc3CC2C)cc1OC (stereo not drawn) | 7 | 0.2 | -28
Cc1cccc(C)c1NC(=S)N(Cc1cccs1)C1CCCC1 | 15 | -1.7 | -5
Cc1cnc(C(=O)OCC(=O)c2ccc(Cl)cc2)cn1 | 12 | -2.4 | -1
CSc1cccc(NC(=O)NCc2cccc(CNC(=O)Nc3cccc(SC)c3)c2)c1 | 40 | . | 14
CCCCn1nnc(NC(=O)c2ccc(-c3ccccc3)cc2)n1 | 21 | -1.4 | -20
O=C1c2c([N+](=O)[O-])cc([N+](=O)[O-])cc2S(=O)N1Cc1ccccc1 (stereo not drawn) | 105* | -1.3 | -22
CCCc1cc(=O)[nH]c(SCc2nc3ccccc3s2)n1 | 7 | -0.1 | -15
O=C(NC1CCCCCC1)c1ccc(=O)n(Cc2ccccc2)n1 | 34 | -1.0 | -24
COC(=O)c1ccc(Cn2nnc3c(=O)[nH]c(C4CCCN(S(=O)(=O)c5ccc(C)cc5)C4)nc32)cc1 (stereo not drawn) | 19 | . | -1
COCCn1c(=S)[nH]c2ncccc2c1=O | 17 | -2.2 | -20
CCCCc1nnc(NC(=O)CSc2nc(O)c(-c3ccccc3)c(=O)[nH]2)s1 | 9 | 0.5 | 6
COc1ccccc1CNC(=O)C1CCCCN1S(=O)(=O)c1ccccc1 (stereo not drawn) | 19 | -0.1 | -12
O=C(NCc1ccc(F)cc1)c1cccc(S(=O)(=O)N2CCOCC2)c1 | -2 | -1.4 | -17
CCOCCCN(C(=O)c1snc(C(N)=O)c1N)C(C(=O)NC1CCCC1)c1ccc(F)cc1 (stereo not drawn) | 10 | -0.1 | -37
CCOC(=O)c1sc(=S)n(-c2ccccc2)c1C | 27 | -0.2 | -27
CN(C)CCCOC(=O)c1cc2ccccc2o1 | 13 | -0.2 | -16
O=C(O)c1ccc(Cl)c(S(=O)(=O)Nc2ccc(OCc3ccccc3)cc2)c1 | 17 | -5.0 | 3
CC(C)CN(CC(C)C)C(=O)c1cc(S(=O)(=O)N2CCCCC2)c[nH]1 | -2 | -0.4 | -3
COc1ccc(Oc2cccc(Cl)c2CNC(=O)c2ccccc2C(=O)O)cc1 | 8 | -0.9 | -18
CCN=c1scc(-c2ccco2)n1/N=C/c1ccc(O)cc1 | 17 | -1.4 | -15
COC(=O)CC1C(=O)NCCN1C(=S)Nc1cc(C)cc(C)c1 (stereo not drawn) | -6 | -1.9 | -14
CCOC(=O)C1CCN(c2nc3cc(OC)ccc3cc2C#N)CC1 | 37 | 1.2 | -18
CN(CC(=O)Nc1ccc(F)cc1)C(=O)CSc1nccn1C | 9 | -0.1 | -11

Arranged by value in OX1R antag-1 (highest first): six of the compounds above
| Compound | OX1R antag-1 |
| --- | --- |
| COC(=O)c1ccc(Cn2nnc3c(=O)[nH]c(C4CCCN(S(=O)(=O)c5ccc(C)cc5)C4)nc32)cc1 (stereo not drawn) | 19 |
| O=C(O)c1ccc(Cl)c(S(=O)(=O)Nc2ccc(OCc3ccccc3)cc2)c1 | 17 |
| CN(C)CCCOC(=O)c1cc2ccccc2o1 | 13 |
| CN(CC(=O)Nc1ccc(F)cc1)C(=O)CSc1nccn1C | 9 |
| COc1ccc(Oc2cccc(Cl)c2CNC(=O)c2ccccc2C(=O)O)cc1 | 8 |
| CC(C)CN(CC(C)C)C(=O)c1cc(S(=O)(=O)N2CCCCC2)c[nH]1 | -2 |

More structures follow:
SMILES | OX1R antag-1 | STK33 kinase inh | OX1R antag-2
Cn1c(N)c(C(=O)COc2ccc(Cl)cc2Cl)c(=O)n(C)c1=O | 24 | -0.3 | -10
COc1cccc(/C=N/NC(=O)c2ccoc2C)c1 | 32 | 3.3 | -1
COc1ccc(-n2nc(C(N)=O)c(O)cc2=O)cc1 | 10 | -0.4 | -20
Cc1ccc(N(Cc2cc3cccc(C)c3[nH]c2=O)S(=O)(=O)c2ccccc2)c(C)c1 | 20 | -0.6 | -20
Cc1cccc(OC2(c3ccccc3)OC(=O)c3ccccc32)c1C (stereo not drawn) | 6 | -1.3 | 22
CC1CCC(NC(=O)CCCCn2c(=O)[nH]c3ccsc3c2=O)CC1 (stereo not drawn) | 23 | 3.9 | -16
COC(=O)c1c(C(=O)OC)c(-c2cccc(Cl)c2)n2c1CS(=O)C2 (stereo not drawn) | 15 | 1.4 | -15
COc1cc(C(=O)NNC(=O)COc2ccc(C)cc2)ccc1OCC(=O)N1CCOCC1 | 4 | 13 | 18
Cc1[nH]c(=O)[nH]c(=O)c1S(=O)(=O)N1CCCC(C(=O)NCc2ccccc2Cl)C1 (stereo not drawn) | 17 | 0.0 | -8
O=C(O)c1ccc(NC(=O)c2cn(-c3ccccc3)nc2-c2ccc(Cl)cc2)cc1 | 46 | -2.6 | -4
COc1ccc(C(=O)Nc2ccccc2C(N)=O)cc1 | 4 | -0.8 | -1
COC(OC)C(C)NC(=O)NC(=O)c1ccccc1Cl (stereo not drawn) | 2 | -0.9 | -5
CN(C(=O)COC(=O)c1ccccc1SCC(=O)N1CCCC1)C1CCS(=O)(=O)C1 (stereo not drawn) | 6 | -0.3 | -1
COc1cccc(/C=C2\N=C(c3c(-c4ccccc4)noc3C)OC2=O)c1OC | -1 | -1.8 | -6
O=C1Nc2ccccc2Nc2ncccc21 | 17 | -3.2 | -3
CN(C=C1C(=O)CC(C)(C)CC1=O)CCN1CCNCC1 | 11 | 0.1 | -11
O=C(Cn1cnc2c(OCc3ccccc3)ncnc21)NCc1ccccn1 | 2 | . | -1
CCOc1ccc(NC(=O)COC(=O)CC2CC3CCC2C3)cc1 (stereo not drawn) | 1 | 0.6 | -6
Cc1onc(-c2c(F)cccc2Cl)c1C(=O)N=C(N)N1CCCC1 | 9 | -0.7 | -1
O=C(CS(=O)CC(=O)Nc1cccnc1)Nc1ccc(F)cc1 (stereo not drawn) | 9 | -0.2 | -9
CC(NC(C)c1ccccc1Cl)C(=O)Nc1cccc(S(=O)(=O)N2CCCCC2)c1 (stereo not drawn) | 88* | -0.9 | 89*
Cc1nnc(NC(=O)CN2CCN(Cc3c(Cl)cccc3Cl)CC2)s1 | 11 | -0.8 | -8
O=S(=O)(c1ccc(Oc2ccc(F)c(Cl)c2)nc1)N1CCOCC1 | 17 | -1.1 | 3
Cc1ccc2nc(CCc3nc4ccc(C)cc4[nH]3)[nH]c2c1 | 12 | -0.3 | -26
Cc1sc2nc(CN3CCC(C)CC3)nc(Cl)c2c1C | 15 | -1.3 | -33
COc1cc2c(cc1OC)C1CC(=O)C(CC(C)C)CN1CC2 (stereo not drawn) | 14 | -0.1 | -5
Nc1ncnc2c1ncn2[C@H]1CC[C@@H](CO)O1 | 1 | 1.7 | -11
O=C1C(c2ccncc2)=C(O)c2ccccc21 | 46 | 27* | -11
CC(C)c1ccc(CNC(=O)CSCC(=O)Nc2ccc3ccccc3c2)cc1 | 6 | -2.1 | -6
O=C(O)c1ccc(S(=O)(=O)N2CCN(c3ccccn3)CC2)cc1 | 13 | -0.2 | -14

Entries from the list above that contain a CF3 group, in the order listed:
SMILES | OX1R antag-1 | STK33 kinase inh | OX1R antag-2
COc1ccc(CN2CCN(Cc3ccc(C(F)(F)F)cc3)CC2)c(OC)c1 | 12 | -1.8 | -31
Cc1cc(CN(C)C(=O)CCc2nnc(Cc3cccc(C(F)(F)F)c3)o2)on1 | 16 | -8.1 | -10

Continued:
SMILES | OX1R antag-1 | STK33 kinase inh | OX1R antag-2
C[C@H](NC(=O)CCn1nnc2ccccc2c1=O)C(=O)O | 18 | -0.8 | -20
Cc1ccc(C)c(NC(=O)c2cnn3ccccc23)c1 | 7 | -3.0 | -20
Cc1cc2c(c(/C=C/C(=O)c3ccccc3)c1)OC1(C=C2)Oc2ccccc2C(=O)N1C (stereo not drawn) | -6 | -0.1 | -27
Cc1nc(NC(=O)COC(=O)CCS(=O)(=O)c2ccccc2Cl)c(Cl)cc1Cl | 22 | -1.2 | -11
O=C(C1CCN(S(=O)(=O)Cc2ccccc2)CC1)N1CCCc2ccccc21 | 12 | -1.7 | -20
CCOC(=O)C(=O)Nc1ccc2c(c1)OCO2 | 21 | -0.5 | -5
CC1(C)c2ccccc2-n2c1cc1oc(=O)cc(O)c1c2=O | 13 | 14 | -9
O=C(CSc1ncccn1)Nc1cc(Cl)ccc1[N+](=O)[O-] | 51 | 0.0 | -16
CCOC(=O)c1ccc(NC(=O)/C=C/c2cccs2)cc1 | 68 | 0.8 | -5
CC(C(=O)Nc1cccc([N+](=O)[O-])c1)N(c1ccccc1)S(C)(=O)=O (stereo not drawn) | 18 | -0.4 | -13
CCn1c(COc2ccccc2C)nnc1SCC(=O)OC | 6 | -0.5 | -2
Cc1ccc(C(=O)N(Cc2sccc2C)C2CCS(=O)(=O)C2)cc1 (stereo not drawn) | 21 | 0.0 | -15
O=C(CSc1ncn[nH]1)OCN1C(=O)c2ccccc2C1=O | 10 | -0.3 | -5
COc1ccc(C(CNC(=O)Cc2ccc3ccccc3c2)N(C)C)cc1 (stereo not drawn) | 19 | -3.1 | -40
O=C(C1=COCCO1)N1CCN(C(c2ccccc2)c2ccccc2)CC1 | 4 | 0.1 | -9

Bioassay records: PubChem BioAssay, several laboratories
